AGP1-GFP MLPCN: yeast TOR pathway AGP1-GFP modulation | S. cerevisiae AGP1-GFP multiplex flow cytometry, 3 h; GFP as percent of DMSO wells | AID 2066 | GFP response vs DMSO, % at 10 µM | 320,000 compounds, 0.02% hits;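 active = GFP response relative to DMSO above a set limit, near screen average plus 3 SD, cut at about 150% in these data; inconclusive = fewer than 70 cells counted for the yeast strain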;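 also: median GFP channel fluorescence of the gated AGP1 strain per well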
MCL1 BIM primary: disrupts human MCL1 binding to BIM-BH3 peptide; GST-MCL1 / FITC-Bim-BH3 fluorescence polarization; 320,000 compounds, 0.68% hits; AID 2057; inhibition, % at 10.9 µM;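 active = inhibition above the mean inhibition of all tested compounds plus 3 SD, set per campaign, cut at about 40% in these data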;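 also: 0% = DMSO wells and 100% = unlabeled Bim-BH3 peptide control; higher means more loss of mP so more displacement of Bim peptide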
CIT2-GFP yeast: modulators of TOR pathway CIT2-GFP in S. cerevisiae; AID 2029; GFP response vs DMSO, % at 10 µM; S. cerevisiae CIT2-GFP strain, flow cytometry, 3 h; 100 means same as DMSO wells; 320,000 compounds, 0.065% hits;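 active = GFP response relative to DMSO above a set limit, near the screen mean plus 3 SD, cut at about 150% in these data; inconclusive = Fewer than 70 cells measured for a yeast strain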;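 also: ratio of well median GFP fluorescence to mean of DMSO wells on the plate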
MEX-5 binding: C. elegans MEX-5 TCR-2 RNA binding activity; AID 1832; 300,000 compounds, 0.38% hits; MEX-5/FITC-TCR2 RNA binding, fluorescence polarization; hits give low values; activity score (negative = inhibition of binding), % at 10 µM; Q9XUB2;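 active = inhibition past about -25% in most replicates, and total fluorescence under double the plate's negative control median, limit read from the data; inconclusive = replicates evenly split on the limit, or fluorescence at least double controls; inactive = too little inhibition in most replicates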;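 also: 0% = DMSO and -100% = 5 µM competing unlabeled TCR2 RNA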
Fam108B counter: Fam108B inhibition, counter-screen for RBBP9 inhibitors. inhibition, % at 9.51 µM. 300,000 compounds, 0.33% hits. recombinant Fam108B, FP-Rh probe fluorescence polarization;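 active = inhibition above the screen mean inhibition plus 3 SD, computed separately per campaign, cut at about 18% in these data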;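 also: inhibitors lower polarization as less probe binds the enzyme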
VLA-4 inh: inhibition in a human VLA-4 binding assay; VLA-4 expressing cells, ligand binding flow cytometry; inhibition, % (about 7 µM as worked out from the volumes in the protocol); 330,000 compounds, 0.2% hits; in the data active = inhibition above about 50%
Target sequence (P13612 whole entry, looked up): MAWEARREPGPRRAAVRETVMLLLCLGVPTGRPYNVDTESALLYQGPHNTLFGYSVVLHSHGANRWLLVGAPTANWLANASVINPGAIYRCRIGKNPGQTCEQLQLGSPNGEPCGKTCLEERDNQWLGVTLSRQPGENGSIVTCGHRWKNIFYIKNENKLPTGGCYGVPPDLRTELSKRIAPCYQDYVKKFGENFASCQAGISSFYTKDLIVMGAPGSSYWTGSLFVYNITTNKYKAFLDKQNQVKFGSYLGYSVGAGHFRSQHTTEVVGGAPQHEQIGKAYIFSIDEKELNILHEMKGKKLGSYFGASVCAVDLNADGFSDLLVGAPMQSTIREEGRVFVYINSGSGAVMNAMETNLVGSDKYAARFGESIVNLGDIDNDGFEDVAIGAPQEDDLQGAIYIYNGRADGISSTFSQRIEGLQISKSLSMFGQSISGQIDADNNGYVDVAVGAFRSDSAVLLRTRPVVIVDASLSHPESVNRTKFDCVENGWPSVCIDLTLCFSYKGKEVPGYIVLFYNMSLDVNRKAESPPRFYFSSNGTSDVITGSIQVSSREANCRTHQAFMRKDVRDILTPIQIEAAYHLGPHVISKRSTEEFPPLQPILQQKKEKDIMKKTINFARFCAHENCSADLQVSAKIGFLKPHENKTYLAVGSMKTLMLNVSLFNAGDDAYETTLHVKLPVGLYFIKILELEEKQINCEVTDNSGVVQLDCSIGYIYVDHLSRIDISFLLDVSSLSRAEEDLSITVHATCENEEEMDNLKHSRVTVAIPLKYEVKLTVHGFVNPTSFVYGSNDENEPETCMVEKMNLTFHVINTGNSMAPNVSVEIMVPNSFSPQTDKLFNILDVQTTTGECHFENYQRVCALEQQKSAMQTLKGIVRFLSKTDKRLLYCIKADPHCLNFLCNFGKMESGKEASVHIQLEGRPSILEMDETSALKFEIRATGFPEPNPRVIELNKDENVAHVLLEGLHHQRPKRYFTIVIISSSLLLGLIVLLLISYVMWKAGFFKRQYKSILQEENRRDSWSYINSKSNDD
BCLXL inh: blocks human Bcl-xL binding to Bim BH3 peptide; Q07817; GST-Bcl-xL / FITC-Bim BH3 peptide fluorescence polarization; inhibition, % at 10.9 µM; 320,000 compounds, 0.7% hits;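 active = inhibition above the mean of all tested compounds plus 3 SD, cutoff set per campaign, cut at about 30% in these data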;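 also: 0% = DMSO wells and 100% = unlabeled Bim-BH3 peptide competitor; inhibitors lower millipolarization by displacing the labeled peptide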
GRK2 inh: inhibitors of human GRK2 displacing RNA aptamer | P25098 | bead flow cytometry, FAM-aptamer displacement from GRK2 | inhibition of aptamer binding, % at 10 µM | 330,000 compounds, 0.59% hits | AID 488847;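 active = inhibition of aptamer binding above 40%, roughly 3 SD of noise, on plates passing a quality check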;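 also: median bead fluorescence of bound FAM aptamer so fluorescent compounds give negative values; no value below 0 was filed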
GLD-1 RNA inh: GLD-1-TGE RNA interaction inhibition (C. elegans) | Q17339 | purified GLD-1 + fluorescein TGE RNA, fluorescence polarization | inhibition, % at 5.96 µM | 320,000 compounds, 0.44% hits | AID 2280;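 active = percent inhibition above a per-plate cutoff, the plate mean of test compounds plus 3 SD, cut at about 30% in these data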;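 also: 0% = DMSO wells with GLD-1 and probe and 100% = wells lacking GLD-1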
* = called active by the depositor; ? = inconclusive; . = no result given; + = active, no number; [ ] = dose if it differs, or a comment.

The line under a structure holds: CIT2-GFP yeast	GRK2 inh	MCL1 BIM primary	AGP1-GFP MLPCN	Fam108B counter	GLD-1 RNA inh	MEX-5 binding	VLA-4 inh	BCLXL inh
COc1ccccc1CC(=O)Nc1ccc(NC(=O)c2cccs2)cc1
 : 88	2	10	91	5	6	0.3	5	10
CCN(CC)CCCNCC(=O)Nc1cc(C)on1
 : 88	0	2	97	2	5	-0.8	20	5
CS/C(N)=N/C(=S)Nc1cccc(Cl)c1
 : 100	0	4	100	1	8	3.8	8	5
O=C(CCc1ccccc1)NCc1ccccn1
 : 113	0	12	114	3	2	-2.0	6	6
O=C1c2ccccc2C(=O)N1CCCP(=O)(O)CCc1ccccc1
 : 97	2	-11	.	-4	3	3.3	-8	-2
Cc1ccc(/C=C2\SC(=S)N(CC(=O)Nc3cccnc3)C2=O)cc1
 : 103	0	14	95	-2	4	1.4	-11	-1
COC(CNC(=O)C1CCN(S(=O)(=O)c2cccc3nsnc23)CC1)OC
 : 98	0	8	16	5	5	2.4	-3	2
CCOC(=O)C1C(=O)OC(C)(C)C1C(CC)C(=O)c1c(C)cc(C)cc1C (centres undefined)
 : 83	2	9	100	-1	8	0.5	3	3
COC(=O)CSc1nc2cc(OC)ccc2n1C
 : 102	0	-2	106	-3	-7	3.4	0	1
COC(=O)c1c(NC(=O)c2ccc([N+](=O)[O-])o2)sc2c1CCN(C(C)C)C2
 : ?	6	-8	12[may fluoresce violet]	-2	13	1.6	-11	-3
COc1ccc(OCCNC(=O)c2cccc(Oc3ccc(C(F)(F)F)cc3[N+](=O)[O-])c2)cc1
 : 99	0	-3	96	1	5	-0.5	17	-1
Cc1ccc(-n2nc(C)c3c2OC(N)=C(C#N)C3c2ccccc2F)cc1 (centres undefined)
 : 99	1	3	104	2	-1	0.4	2	8
O=C(NCCSc1ccc(Cl)cc1)c1ccc(CN2CCOCC2)cc1
 : 100	1	-2	105	3	5	-2.5	0	5
COc1ccc(S(N)(=O)=O)cc1C(=O)OCC(=O)Nc1sccc1C#N
 : 90	0	.	97	.	5	.	-2	.
COC(=O)C1=C(O)/C(=C\c2cc(C)n(-c3ccccc3F)c2C)N=C1C
 : 101	0	29	99	4	28	-7.4	8	29
CCOC(=O)c1oc2ccc(S(=O)(=O)Nc3ccc4c(c3)n(C)c(=O)n4C)cc2c1C
 : 90	4	4	104	3	7	-0.2	-1	6
Nc1c(N(C(=O)Nc2ccc(Cl)c(Cl)c2)C2CCCC2)c(=O)[nH]c(=O)n1Cc1ccccc1
 : 103	0	-1	90	-6	7	1.7	1	4
CC(C)CCC(CCN1CCCC1)c1ccc2c(c1)OCO2 (centres undefined)
 : 104	2	1	109	-3	-4	-1.2	-1	3
CCCCOc1ccc(C2CCC(C(C)=O)C(C)C2)cc1 (centres undefined)
 : 100	0	6	102	-3	0	-2.0	11	7
O=C(N[C@@H](Cc1ccccc1)C(=O)OCc1ccccc1)c1ccco1
 : 95	0	.	107	.	0	.	-7	.
CC(=O)NCc1ccc(-c2csc(NC(=O)CCCc3nc4ccccc4c(=O)[nH]3)n2)cc1
 : 113	0	6	109	.	-1	.	-4	4
CCN(CC)S(=O)(=O)c1ccc(C)c(NC(=O)CN(C)C)c1
 : 114	3	8	99	0	0	-1.6	-23	4
CCCc1cc(=O)oc2c(C)c(O[C@@H]3O[C@H](CO)[C@@H](O)[C@H](O)[C@H]3O)ccc12
 : 99	0	-4	95	2	-1	-1.0	0	2
CSCCC1NC(=O)N(C(C)C(=O)Nc2cc(Cl)cc(Cl)c2)C1=O (centres undefined)
 : 103	1	8	99	-4	8	3.3	15	4
COc1ccc(OC)c(NC(=O)CSc2nc(=O)n(CCN3CCOCC3)c3c2CCC3)c1
 : 96	3	-6	105	0	3	0.3	12	0
CCOc1ccc(S(=O)(=O)N2CCc3ccccc3C2)cc1
 : 81	0	-1	92	-4	0	1.1	-6	-4
COC(=O)C1=CNC=C(C(=O)OC)C1c1cccc(OC)c1
 : 99	0	4	101	-5	2	0.8	8	2
CCc1cccc(C)c1NC(=S)NCCc1c(C)[nH]c2ccc(C)cc12
 : 102	0	37	106	3	3	-2.0	-16	7
CCCn1c(CC)nc([N+](=O)[O-])c1S(=O)(=O)c1ccccc1
 : 111	2	2	105	7	-3	2.4	-1	3
CC(=O)Nc1ccc(S(=O)(=O)NCCNC(=O)c2ccccc2F)cc1
 : 102	0	8	117	2	-1	-0.2	15	8
Cc1ccc(Cl)cc1N1CCN(S(=O)(=O)c2cnc[nH]2)CC1
 : 93	0	0	93	-2	5	2.8	11	5
CCN(C(=O)c1cnc2scc(C)n2c1=O)c1ccccc1C
 : 97	3	9	101	1	0	-1.5	3	5
CCOC(=O)c1[nH]c2ccc(F)cc2c1NC(=O)CN1CCN(C/C=C/c2ccccc2)CC1
 : 90	0	-4	102	0	4	-1.8	1	1
CCOc1ccc(S(=O)(=O)Nc2c(C)n(C)n(-c3ccccc3)c2=O)cc1
 : 107	1	1	96	-1	-4	-0.6	18	8
N#CCCCn1c(-c2ccccc2)noc1=O
 : 94	1	-2	91	2	4	0.0	7	-3
CC1CCN(C(c2cccs2)c2nnnn2Cc2ccccc2)CC1 (centres undefined)
 : 108	0	-10	102	-7	-8	2.4	6	-3
CC(=O)Nc1ccc2nc3ccccc3nc2c1
 : 97	0	50*	92	2	48*	-18	-10	59*
COc1ccccc1NC(=S)NCCC(c1ccccc1)c1ccccc1
 : 103	2	8	99	-4	1	-2.1	2	3
Cc1ccc(C(=O)NCCNC(=O)Cc2ccccc2)cn1
 : 110	3	7	103	5	3	0.0	6	7
CCOC(=O)C1CCCN(c2c(NCCc3ccc(Cl)cc3)c(=O)c2=O)C1 (centres undefined)
 : 101	0	-7	106	-3	2	0.9	-15	3
O=C(CC(=O)c1c(F)cccc1Cl)c1ccccc1O
 : 89	0	-1	84	-3	-10	-1.9	-2	7
COc1ccc(NC(=O)CSc2nc(O)cc(=O)[nH]2)c(OC)c1
 : 106	0	12	103	0	3	.	-3	6
CCc1cc(=O)oc2cc(OCC(=O)N3CCC(C(N)=O)CC3)ccc12
 : 101	0	3	104	0	3	0.1	19	2
C[C@@H]1CN([C@@H](C)CO)C(=O)Cc2cc(NC(=O)Nc3ccc(F)cc3)ccc2O[C@@H]1CN(C)Cc1ccc(Cl)c(Cl)c1
 : 99	0	.	101	.	4	.	3	.
Oc1ccc(Br)cc1C=Nc1ccc(Cl)cc1
 : 105	3	6	107	-3	5	0.1	11	5
COc1ccc([N+](=O)[O-])cc1N(CC(O)Cn1nnc2ccccc21)S(=O)(=O)c1ccc(C)cc1 (centres undefined)
 : 94	0	2	105	2	1	-1.2	2	2
CCCCNC(=O)Nc1nc2ccccc2s1
 : 83	3	-3	88	6	4	-0.3	7	2
Cc1cc(C)n(S(=O)(=O)c2ccc(C(C)(C)C)cc2)n1
 : 95	4	1	105	1	6	0.0	15	0
COc1ccccc1-c1ccc(NC2CCCCC2)nn1
 : 100	0	5	102	-1	-1	1.2	-1	6
O=C(c1cccc(N2CCCC2=O)c1)N1CCN(c2ccccc2)CC1
 : 103	4	-3	99	-1	9	-1.7	0	2
O=C(Nc1ccccc1C(F)(F)F)C(O)(c1ccccc1)C1CCCCC1 (centres undefined)
 : 104	0	3	97	.	-3	.	-5	0
Cc1cccc(NC(=O)CN2C(=O)NC(C)(c3ccc4c(c3)OCO4)C2=O)c1 (centres undefined)
 : ?	0	-11	19[may fluoresce violet]	4	0	1.3	5	2
COC(=O)C1=C(C)OC(N)=C(C#N)C1c1cc2cc(C)ccc2nc1Cl (centres undefined)
 : 100	1	-4	102	-1	-5	0.3	1	-5
O=C(O)c1ccc(N2CC3CC(C2)c2cccc(=O)n2C3)c(NS(=O)(=O)c2cccc(C(F)(F)F)c2)c1 (centres undefined)
 : 92	0	-1	91	1	8	-1.0	8	8
Cc1ccc(C(=O)COC(=O)COc2ccccc2C)cc1
 : 96	2	12	96	4	1	0.9	3	2
Cc1ccc(C)c2c1[nH]c1ccc([N+](=O)[O-])cc12
 : 100	0	0	86	0	-2	2.5	2	0
O=C1C2C(C(=O)N1/N=C/c1cccc([N+](=O)[O-])c1)C1C=CC2C12CC2 (centres undefined)
 : 97	0	-14	95	7	-1	0.7	11	-6
COCCCNC(=O)CCc1c(C)nc2c(-c3ccc(F)cc3)c(C)nn2c1C
 : 94	1	-4	93	0	-7	4.3	6	0
N#Cc1c(-c2ccc3c(c2)OCO3)csc1N
 : 91	2	0	92	8	-1	3.1	10	-1
Cc1cccc(NNC(=O)C(=O)NNc2cccc(C)c2)c1
 : 99	1	4	100	0	-6	.	6	3

Following part:
The line under a structure holds: CIT2-GFP yeast	GRK2 inh	MCL1 BIM primary	AGP1-GFP MLPCN	Fam108B counter	GLD-1 RNA inh	MEX-5 binding	VLA-4 inh	BCLXL inh
COCCNC(=O)C1CCC(CNS(=O)(=O)c2ccccc2)CC1 (centres undefined)
 : 108	1	0	104	-5	0	-1.5	12	7
CCOc1ccc(CNc2ccc(CNc3ncn[nH]3)cc2)cc1
 : 100	0	2	90	0	-6	-0.7	2	1
CN(C)C(=O)Cn1nc(-c2ccccc2)c2ccccc2c1=O
 : 98	0	10	96	-2	2	0.6	2	6
O=C(COC(=O)c1cnccn1)NCCc1ccccc1
 : 107	0	8	106	3	-4	-0.3	-2	3
CCOC(=O)C[C@H]1c2ccccc2S(=O)(=O)N1C1CC1
 : 101	0	7	79	-4	-1	-1.3	-11	9
CC(C)Cn1c(CN2CCN(c3ccccc3F)CC2)nc2c1c(=O)[nH]c(=O)n2C
 : 95	0	2	101	2	7	2.9	20	5
Cc1ccc(S(=O)(=O)N2[C@@H](c3ccc(Br)cc3)C(C(=O)O)=C[C@H]2C(C)(C)C)cc1
 : 80	3	.	84	.	3	.	52*	.
CCS(=O)(=O)c1ccc2c(c1)N(S(C)(=O)=O)CC(C(=O)NN)O2 (centres undefined)
 : .	0	3	92	-4	1	2.1	0	-1
COCC(C)NC(C(=O)Nc1cccc(C(C)=O)c1)c1ccccc1 (centres undefined)
 : 87	2	3	92	0	-1	-0.7	-2	1
COc1ccc(NC(=O)CNC(=O)Cc2ccccc2)cc1
 : 91	3	-2	99	-2	-2	-0.4	5	-1
CC(C)n1nc(C(=O)OCC(=O)c2c[nH]c3ccccc23)c2ccccc2c1=O
 : 101	0	3	106	-7	3	-2.9	1	2
Clc1ccc(-c2nc3ccccn3c2CN2CCCCC2)cc1
 : 102	2	12	95	1	2	-0.3	-22	5
CCCc1nn2c(=O)cc(CSCC(=O)Nc3cccc(OC)c3)nc2s1
 : 96	3	-12	101	-2	-4	-5.0	21	-4
COc1cc(NC(=O)Cc2ccccc2)cc(OC)c1
 : 100	2	2	104	4	-1	1.9	2	-1
COc1ccc(N=CC2=C(Nc3ccc(OC)cc3)c3c(C)nn(-c4ccccn4)c3CC2)cc1
 : 94	5	+	95	47*	+	.	-46	+
CC(C)n1c(SCC(=O)N2CCCCC2)nc2c1c(=O)n(C)c(=O)n2C
 : ?	1	4	21[may fluoresce violet]	0	-3	0.7	8	0
O=C(COC(=O)C12CC3CC(CC(C3)C1)C2)NNC(=O)c1ccccc1
 : 81	0	.	93	.	2	.	-2	.

Assay outcomes from PubChem BioAssay.
